Source: PubChem (several laboratories)
MC4R antagonist – human MC4R antagonism in cAMP assay; MC4R-expressing cells, MTII-stimulated cAMP, LANCE TR-FRET; inhibition, % at 6.5 µM; actives 0.48% (n = 360,000); AID 540295;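 active = inhibition above its plate's cutoff, the mean of tested wells on that plate plus 3 SD, cut at about 29% in these data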;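 also: 0% = Melanotan II alone and 100% = Melanotan II plus saturating MCL0020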
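System: U2OS-MC4R stable cell line; Technique: Eu-cAMP/anti-cAMP TR-FRET, emission 671 nm; Repeats: single well per compound; Also added: Melanotan II; Dosing: one concentration, 6.5 µM nominal; Schedule: 30-min compound, 1-h challenge, 1-h detection, room temperature.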
ABCB6 inh MLPCN – inhibitors of human ABC transporter ABCB6. Q9NP58. K562-ABCB6 porphyrin accumulation, flow cytometry, 1 h; stronger effect = lower value. fluorescence ratio to DMSO, % at 10 µM. actives 0.19% (n = 360,000);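 active = fluorescence ratio to DMSO below 75%, the collection mean minus 3 SD; inconclusive = too few cells collected in the well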;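 also: signal is porphyrin accumulated inside mitochondria; 100% equals median channel fluorescence of DMSO control wells; lower ratio means ABCB6 inhibition with less porphyrin fluorescence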
Target sequence (Q9NP58 whole entry, looked up): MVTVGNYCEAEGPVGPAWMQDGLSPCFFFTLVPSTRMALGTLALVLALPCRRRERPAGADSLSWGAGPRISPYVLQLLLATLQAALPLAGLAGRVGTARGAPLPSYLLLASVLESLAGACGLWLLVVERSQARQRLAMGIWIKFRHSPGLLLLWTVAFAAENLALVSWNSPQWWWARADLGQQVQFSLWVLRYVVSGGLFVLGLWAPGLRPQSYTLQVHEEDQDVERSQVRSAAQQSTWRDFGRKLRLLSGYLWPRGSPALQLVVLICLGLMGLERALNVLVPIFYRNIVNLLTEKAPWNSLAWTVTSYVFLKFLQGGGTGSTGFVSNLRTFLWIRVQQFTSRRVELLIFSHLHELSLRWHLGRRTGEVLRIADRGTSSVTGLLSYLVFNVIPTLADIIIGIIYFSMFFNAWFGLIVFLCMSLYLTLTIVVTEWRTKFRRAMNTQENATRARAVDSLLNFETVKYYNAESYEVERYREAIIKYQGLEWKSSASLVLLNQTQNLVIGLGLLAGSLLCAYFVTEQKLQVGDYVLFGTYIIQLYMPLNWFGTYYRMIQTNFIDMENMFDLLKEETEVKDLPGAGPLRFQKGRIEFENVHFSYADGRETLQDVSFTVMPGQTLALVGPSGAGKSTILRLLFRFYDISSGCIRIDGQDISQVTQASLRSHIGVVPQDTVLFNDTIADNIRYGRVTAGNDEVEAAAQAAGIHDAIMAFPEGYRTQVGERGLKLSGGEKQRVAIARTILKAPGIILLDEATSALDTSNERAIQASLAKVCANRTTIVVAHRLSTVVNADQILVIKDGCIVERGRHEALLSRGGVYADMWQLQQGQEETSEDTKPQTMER
MC4R barr agon – activates human MC4R beta-arrestin recruitment; P32245; U2OS MC4R beta-arrestin complementation, luminescence; percent of melanotan II response, DMSO zero; activation, % at 8.9 µM; actives 0.98% (n = 360,000); AID 540308;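 active = activation above a per-plate cutoff, the mean activation of sample wells on that plate plus 3 SD, cut at about 8% in these data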
HTR2A ag – agonists of mouse serotonin 5-HT2A receptor (HTR2A). AID 624169. CHO-K1 mHTR2A beta-arrestin complementation, luminescence; percent of 30 µM serotonin response. actives 0.66% (n = 360,000). activation, % at 7.6 µM;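 active = activation above a run cutoff, the mean activation of all tested compounds plus 3 SD, cut at about 14% in these data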;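 also: 0% = plate median of compound wells and 100% = 30 µM serotonin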
PDI turbidity – inhibitors of human protein disulfide isomerase. P07237. actives 0.052% (n = 350,000). PDI insulin aggregation turbidity, A650, 90 min. inhibition, % at 10 µM;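 active = mean inhibition across replicates of 30% or more, whatever share of single replicates reach that level; inconclusive = mean inhibition below 30% while every single replicate reaches 30%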;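 also: absorbance from insulin aggregation driven by PDI reduction with DTT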
Glyco luc inh – N-linked glycosylation inhibition. actives 0.23% (n = 360,000). AID 588692. D54 ERlucT glycosylation luciferase reporter, 24 h; percent of 100 nM tunicamycin response. reporter increase, % at 12.5 µM;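 active = mean luciferase reporter signal, scaled so untreated is 0 and the glycosylation-blocking control 100, at or above a set limit in every replicate; inconclusive = mean reaches the limit but not every replicate does; inactive = mean below the limit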;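 also: luciferase carries N-glycosylation sites so blocking glycosylation raises the light; 0% = median of neutral control wells and 100% = median of 100 nM tunicamycin wells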
Cardio protect – myocardial damage modulation in H9c2 cells; H9c2 cardiomyocytes, H2O2 injury protection, ATPLite, 2 h; protection from H2O2 cell death, % at 20 µM; actives 0.63% (n = 360,000); AID 588492;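 active = compounds giving at least 50% protection of heart cells from peroxide-induced death in the single-dose screen, raw or plate-pattern-corrected value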;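 also: 0% = DMSO wells with peroxide and 100% = DMSO wells without peroxide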
CaV13 FRET inh – Disruptors of the CACNA1D IQ motif to Ca2+-dependent inactivation inhibitor domain association, primary screening, Förster resonance energy transfer in intact living …. inhibition, % at 12.3 µM. actives 0.098% (n = 340,000). HEK cells, CFP/YFP FRET ICDI-IQ, plate reader, 10 min; percent FRET-ratio fall versus neutral wells;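 active = mean replicate inhibition of at least 30% and at least 1% of replicates passing that level; inconclusive = only one of the two criteria is met; inactive = neither criterion is met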;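 also: 0% = median of the neutral control wells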
aDG glyco up – increases alpha dystroglycan glycosylation. activation, % at 10 µM. AID 624168. Pro5-aDG cells, alpha-DG glycosylation AlphaScreen (IIH6); 0% Pro5, 100% B10-LARGE cell signal. actives 0.22% (n = 360,000);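 active = activation of at least 8% versus controls, or a plate z-score of at least 8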;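 also: Pro5 are CHO cells carrying HIG-tagged alpha-DG that lacks glycosylation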
Vif imaging – blocks HIV Vif function. actives 0.35% (n = 340,000). HEK293T cells, Vif self-association by quenched fluorescence, imaging, 24 h. AID 602346. inhibition, % at 7.49 µM; in the data active = inhibition above about 50%, passing the limit was not always enough; inconclusive = no clear call, values can overlap the other calls; inactive = below about 31%; also: some results filed as inactive read as strong as hits
Numbers without * were called inactive; ? = inconclusive; · = not tested or not shown.

SMILES	MC4R antagonist	ABCB6 inh MLPCN	MC4R barr agon	HTR2A ag	PDI turbidity	Glyco luc inh	Cardio protect	CaV13 FRET inh	aDG glyco up	Vif imaging
O=C(CCN1C(=O)c2ccccc2S1(=O)=O)Nc1ccc(C(=O)O)cc1	3	97	-1.1	2	·	0	-2	-5	-0.2	1
CCc1ccc(NC(=O)CCS(=O)(=O)c2cccc3nsnc23)cc1	2	88	-2.2	0	-3	1	3	-4	0.3	4
O=C(CCc1nnc(-c2ccccc2)o1)NCc1c(F)cccc1F	-2	101	-4.2	3	1	0	5	1	0.4	-2
O=C(NCc1ccccc1)c1onc(CSc2ccc(F)cc2)c1C(=O)NCCCN1CCOCC1	6	98	-0.1	-2	16	-2	4	-11	0.0	-7
CSc1ccccc1NS(=O)(=O)c1ccccc1	-1	96	2.8	-2	7	-1	0	-4	0.1	1
Cc1ccc(-c2nn3c(C)nnc3c3ccccc23)cc1S(=O)(=O)NC(C)(C)CO	-21	97	-2.0	1	-6	39*	11	-6	-0.3	?
NC(=O)c1cc(Cl)cn(-c2ccccc2)c1=O	-2	94	0.1	9	9	1	-4	-7	-0.2	·
CCCCN(C(=O)C1CCCO1)c1c(N)n(CCC)c(=O)[nH]c1=O (stereo not drawn)	6	96	-0.9	3	16	1	-1	-6	-0.2	27
COc1ccc(OC)c(NC(=O)CCC(=O)N(Cc2ccc(OC)c(OC)c2)c2nccs2)c1	8	95	-2.0	0	8	-1	-10	3	0.0	-1
CCOC(=O)N(C)S(=O)(=O)c1ccccc1[N+](=O)[O-]	-9	97	0.7	7	6	1	-1	-5	1.0	-1
CN1c2ccccc2Oc2nnc(Cl)cc21	-2	94	-1.1	-4	1	4	2	-7	0.1	6
C/C(=C(/CCO)SSCC1CCCO1)N(C=O)Cc1cnc(C)nc1N (stereo not drawn)	-6	103	-0.6	0	6	1	-6	-5	0.2	-1
CC1(C)CC(=Cc2cc(O)ccc2[N+](=O)[O-])C(=O)c2ccccc21	2	102	-1.0	4	-16	-1	-19	·	0.0	-6
CCOC(=O)N1CCN(C(=O)c2ccc(Cl)c(S(=O)(=O)Nc3ccccc3)c2)CC1	18	98	-0.8	3	-4	0	-2	-6	0.6	·
O=C(Nc1cccc(F)c1)NC1CC2CCCC(C1)N2C1CC1 (stereo not drawn)	-3	118	-1.1	-3	-2	0	7	-4	-0.1	12
COc1ccc(Cl)cc1NS(=O)(=O)c1cn(C)nc1C	2	99	-1.4	0	1	0	-5	·	0.3	5
Cc1nnc(SCSc2nnc(C)s2)s1	13	101	-0.6	1	-2	3	0	·	0.2	3
Cc1c(OCC(=O)N2CCC[C@@H]2C(=O)O)ccc2c3c(c(=O)oc12)CCC3	-1	100	-0.1	0	·	2	3	·	0.4	6
COc1ccc(NC(=O)CCCc2c[nH]c3ccccc23)cc1OC	9	105	-1.7	1	24	2	-1	-3	-0.4	·
CCOCCCNC(=O)C1CCN(S(=O)(=O)c2ccc3nc4c(c(C(=O)O)c3c2)CCCCC4)CC1	7	92	-0.6	-1	-8	-1	0	-3	-0.2	-8
CCOC(=O)c1sc2nc(CSc3ccccc3Cl)[nH]c(=O)c2c1C	-6	92	10*	1	2	1	-13	-9	-0.3	-3
Cc1c(-c2nc3ccccc3[nH]2)cnn1C	18	102	0.3	-2	-17	2	-2	-2	-0.1	-5
CCOCc1cc(CN2CCC(CCC(=O)NC3CC3)CC2)ccc1OC	-6	99	-1.1	-4	-14	3	2	-6	-0.1	-1
CC1Cc2ccccc2N1C(=O)Cn1cc([N+](=O)[O-])ccc1=O (stereo not drawn)	1	104	-1.6	-2	-4	1	-2	-6	0.1	4
Cc1cc(/N=C/C=C2\N(C)c3ccccc3C2(C)C)n(CCC#N)n1	1	121	-0.3	6	-4	0	-5	-9	0.0	12

Four consecutive entries from above:
SMILES	MC4R antagonist	ABCB6 inh MLPCN	MC4R barr agon	HTR2A ag	PDI turbidity	Glyco luc inh	Cardio protect	CaV13 FRET inh	aDG glyco up	Vif imaging
C/C(=C(/CCO)SSCC1CCCO1)N(C=O)Cc1cnc(C)nc1N (stereo not drawn)	-6	103	-0.6	0	6	1	-6	-5	0.2	-1
CC1(C)CC(=Cc2cc(O)ccc2[N+](=O)[O-])C(=O)c2ccccc21	2	102	-1.0	4	-16	-1	-19	·	0.0	-6
CCOC(=O)N1CCN(C(=O)c2ccc(Cl)c(S(=O)(=O)Nc3ccccc3)c2)CC1	18	98	-0.8	3	-4	0	-2	-6	0.6	·
O=C(Nc1cccc(F)c1)NC1CC2CCCC(C1)N2C1CC1 (stereo not drawn)	-3	118	-1.1	-3	-2	0	7	-4	-0.1	12

Grouped by structure: the compounds so far containing fluorine
SMILES	MC4R antagonist	ABCB6 inh MLPCN	MC4R barr agon	HTR2A ag	PDI turbidity	Glyco luc inh	Cardio protect	CaV13 FRET inh	aDG glyco up	Vif imaging
O=C(CCc1nnc(-c2ccccc2)o1)NCc1c(F)cccc1F	-2	101	-4.2	3	1	0	5	1	0.4	-2
O=C(NCc1ccccc1)c1onc(CSc2ccc(F)cc2)c1C(=O)NCCCN1CCOCC1	6	98	-0.1	-2	16	-2	4	-11	0.0	-7
O=C(Nc1cccc(F)c1)NC1CC2CCCC(C1)N2C1CC1 (stereo not drawn)	-3	118	-1.1	-3	-2	0	7	-4	-0.1	12

(continued)
SMILES	MC4R antagonist	ABCB6 inh MLPCN	MC4R barr agon	HTR2A ag	PDI turbidity	Glyco luc inh	Cardio protect	CaV13 FRET inh	aDG glyco up	Vif imaging
COC(=O)c1c(NC(=O)CSc2nccn2C)sc(C)c1C	-10	101	1.8	-4	0	1	14	-16	-0.3	-3
Cc1ccc(-c2noc(CNc3ccccc3)n2)cc1	5	89	0.1	-2	2	0	-6	-4	-0.1	-1
Cc1ccc(-c2nnc3sc(-c4ccncc4)nn23)cc1	4	104	-0.6	0	1	0	7	·	0.0	-2
O=C(Cc1cccs1)Nc1nnc(-c2ccccc2)s1	9	100	-1.7	5	3	3	-9	-2	0.4	-8
CCn1c(=O)cc(SCC(=O)N2CCOCC2)c2ccccc21	13	96	-0.9	1	-9	9	8	-9	-0.4	10
Cn1c(O)c(/C=C2\C=NN=C2c2ccccc2)sc1=S	4	102	-0.6	-3	6	1	14	-4	-0.2	-13
Cc1cc(C(=O)CSc2nc3ccc(Cl)cc3[nH]2)c(C)n1CC1CCCO1 (stereo not drawn)	1	92	-1.8	-2	-1	1	-11	-6	3.3	-3
COc1ccc(N2CCN(C(=O)c3cc4c(s3)-c3ccccc3S(=O)(=O)C4)CC2)cc1	20	97	0.9	10	8	-1	29	-15	-0.3	-2
CCOC(=O)/C(C#N)=N\Nc1cc(Cl)ccc1OC	-6	102	0.1	-1	-59	0	-1	-4	0.0	17
COc1cccc(C2(O)C(=O)Nc3ccccc32)c1 (stereo not drawn)	21	101	-0.9	-12	3	2	4	-21	0.0	-8
CC1=NN(c2ccccc2)C(=O)/C1=C\c1ccc(Oc2ccc([N+](=O)[O-])cc2[N+](=O)[O-])cc1	9	102	-4.2	-3	-12	6	-16	-4	0.0	30
COc1ccc(OC)c(NC(=O)NCCCCc2ccccc2)c1	9	96	6.3	-9	-3	-5	-7	-8	0.1	-8
COCCOC(=O)c1[nH]c2c(c1C)C(=O)CC(c1ccco1)C2 (stereo not drawn)	-26	111	-3.4	-4	·	?	1	-10	-0.1	-3
CCCCCC(=O)N1C[C@H](n2cc(-c3ccc(F)cc3)nn2)[C@@H](O)C[C@@H]1c1ccc(Cl)cc1	24	99	2.9	3	11	0	-22	-7	0.1	-2
CCOc1ccc(NC(=O)CCS(=O)(=O)c2ccc3c(c2)CCCN3C(C)=O)cc1	0	100	0.2	6	0	-1	-4	-6	-0.1	?
CCN(CC)c1ccc(/C=N/NC(=O)Nc2nonc2N)cc1	-5	98	2.5	-4	-7	4	-3	-5	0.0	2
O=C(CCN1C(=O)[C@@H]2Cc3ccccc3CN2C1=O)N[C@@H](Cc1ccccc1)C(=O)O	1	102	0.3	2	·	1	0	·	-0.1	16
COc1cccc(Oc2ccc(C(F)(F)F)cc2NC(=O)C2=COCCO2)c1	4	100	-2.8	-3	0	-1	-8	-7	0.0	-37
COc1ccc(-c2cc(C(=O)Nc3ccccc3SC)no2)cc1OC	-5	102	39*	-4	4	1	-9	-4	0.0	3
CC(C)CC(=O)CC1(O)C(=O)Nc2ccccc21 (stereo not drawn)	0	98	-2.4	0	-3	1	10	-2	0.3	-2
CCNC(=O)C1CCCN1S(=O)(=O)c1ccc(C)cc1 (stereo not drawn)	15	94	0.1	0	-3	0	0	-8	0.0	·
CCCCC(c1nnnn1CCOC)N1CCN(C(=O)c2ccco2)CC1 (stereo not drawn)	21	94	-2.3	1	24	-1	-8	0	-0.2	7
CC(=O)NCCc1nc2ccccc2n1Cc1ccc(C)cc1	1	102	-1.9	-4	-15	-2	-5	-5	0.2	9
CC1CCC(NC(=O)COC(=O)c2ccc3ncsc3c2)CC1 (stereo not drawn)	4	101	0.6	7	8	-1	-8	-4	0.0	13
CCOc1ccc(OCCOc2ccc(/C=C/C(=O)O)cc2OCC)cc1	7	101	-1.6	4	-2	6	1	-2	0.3	6
Cc1cc(-c2nn(-c3ccccc3F)cc2CN(C)CC(O)CO)c(C)s1 (stereo not drawn)	-2	95	1.0	-2	-5	2	-7	-6	-0.2	10
O=C(COC(=O)c1cnc(Cl)c(Cl)c1)Nc1cccc(S(=O)(=O)N2CCOCC2)c1	-24	101	-3.2	5	1	4	-4	-6	0.1	14
Cc1ccccc1NS(=O)(=O)c1ccc(-c2ccc(=O)[nH]n2)o1	1	101	-0.1	1	-3	0	-6	-7	0.0	4
NC1=NC(c2ccc(F)cc2)n2c(nc3ccccc32)N1 (stereo not drawn)	7	94	-0.1	3	6	1	-1	-6	-0.1	1
Cc1occc1-c1nnc(-c2cc([N+](=O)[O-])cc([N+](=O)[O-])c2)o1	17	103	0.2	-1	0	5	1	-7	1.5	2
